Screening results deposited in PubChem BioAssay by The Scripps Research Institute Molecular Screening Center.
CHRM4 antagonist = blocks acetylcholine activation of human M4 receptor | P08173 | CHO-hM4 cells, ACh EC80, Fluo-8 calcium fluorescence | inhibition, % at 3 µM | hit rate 0.73% among 360,000;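 active = inhibition above its plate's cutoff, the mean inhibition of sample wells plus 3 SD, cut at about 27% in these data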;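 note: 0% = acetylcholine EC80 with DMSO and 100% = DMSO without agonist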
Target sequence (P08173 whole entry, looked up): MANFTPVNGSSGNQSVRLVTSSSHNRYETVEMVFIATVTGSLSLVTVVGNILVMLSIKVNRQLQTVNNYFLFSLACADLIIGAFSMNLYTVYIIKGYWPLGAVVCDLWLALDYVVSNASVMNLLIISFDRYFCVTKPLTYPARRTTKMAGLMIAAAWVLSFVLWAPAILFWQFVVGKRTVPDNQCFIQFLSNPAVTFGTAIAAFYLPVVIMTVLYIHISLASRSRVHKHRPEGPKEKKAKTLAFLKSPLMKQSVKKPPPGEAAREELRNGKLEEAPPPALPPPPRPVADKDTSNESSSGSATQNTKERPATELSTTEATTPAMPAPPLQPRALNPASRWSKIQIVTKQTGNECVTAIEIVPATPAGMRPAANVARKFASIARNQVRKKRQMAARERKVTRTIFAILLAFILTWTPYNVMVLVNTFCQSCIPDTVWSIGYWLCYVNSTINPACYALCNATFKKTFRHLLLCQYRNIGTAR
M5 ag = CHRM5 agonism in calcium assay; P08912; CHO-K1 hM5 cells, Fluo-8 calcium fluorescence; 0% DMSO wells, 100% maximal acetylcholine response; activation, % at 3 µM; hit rate 0.19% among 360,000;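 active = activation above the run's mean over test compounds plus 3 SD, cut at about 23% in these data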;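 note: signal is peak over basal fluorescence ratio across the kinetic read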
Target sequence (P08912 whole entry, looked up): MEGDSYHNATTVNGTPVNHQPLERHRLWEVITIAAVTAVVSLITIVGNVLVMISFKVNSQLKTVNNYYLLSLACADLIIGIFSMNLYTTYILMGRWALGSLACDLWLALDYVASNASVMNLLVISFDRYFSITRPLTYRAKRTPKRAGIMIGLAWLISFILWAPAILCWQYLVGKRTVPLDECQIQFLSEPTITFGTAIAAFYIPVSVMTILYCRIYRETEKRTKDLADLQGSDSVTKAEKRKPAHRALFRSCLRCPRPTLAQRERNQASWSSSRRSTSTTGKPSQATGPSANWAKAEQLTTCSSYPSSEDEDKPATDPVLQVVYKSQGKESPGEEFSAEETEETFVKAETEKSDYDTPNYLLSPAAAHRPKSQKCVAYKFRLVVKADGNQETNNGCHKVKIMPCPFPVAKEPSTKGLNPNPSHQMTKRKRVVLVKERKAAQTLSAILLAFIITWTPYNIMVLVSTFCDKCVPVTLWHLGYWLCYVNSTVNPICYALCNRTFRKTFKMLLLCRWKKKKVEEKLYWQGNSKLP
CHRM5 antagonist = blocks acetylcholine activation of human M5 receptor | P08912 | CHO-hM5 cells, Fluo-8 calcium fluorescence, ACh EC80 | inhibition, % at 3 µM | hit rate 0.59% among 360,000;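 active = inhibition above a per-plate cutoff, the mean of that plate's test compounds plus 3 SD, cut at about 27% in these data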;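 note: 0% = acetylcholine EC80 with DMSO and 100% = DMSO without agonist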
CHO-K1 Ca PAM = M1 PAM counterscreen hit in parental CHO-K1 cells. AID 602247. ATP EC20, Fluo-8 calcium fluorescence; 0% at ATP EC20, 100% at ATP max. hit rate 0.02% among 360,000. activation, % at 3 µM;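 active = activation above the run cutoff, the mean activation of all test compounds plus 3 SD, cut at about 40% in these data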;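 note: peak over basal fluorescence ratio in a 140 s read after ATP addition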
CHRM4 agonist = agonists of human muscarinic M4 receptor (CHRM4); P08173; CHO-K1 hM4/Gqi5, Fluo-8 calcium fluorescence; vehicle 0%, full acetylcholine response 100%; activation, % at 3 µM; hit rate 0.14% among 360,000; AID 624127;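 active = activation above the run mean over all test wells plus 3 SD, cut at about 32% in these data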;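 note: peak over basal fluorescence ratio per well then scaled between controls; 0% = DMSO wells and 100% = acetylcholine at EC100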
M5 PAM = CHRM5 positive allosteric modulation; CHO-K1 hM5, Fluo-8 calcium, ACh EC20 PAM; 0% = ACh EC20, 100% = ACh EC100; activation, % at 3 µM; hit rate 0.3% among 360,000;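 active = activation above the run cutoff, the mean activation of all test compounds plus 3 SD, cut at about 18% in these data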
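Probe or stimulus: acetylcholine, EC20 level; Assay system: human M5 receptor in CHO-K1 cells; Schedule: compound preincubation 140 s before EC20 acetylcholine addition; Technique: intracellular calcium via Fluo-8 fluorescence; Dosing: single-point, 3 µM nominal; Read-out basis: percent activation from peak-over-basal fluorescence ratio, scaled EC20-to-EC100 acetylcholine; Repeats: one well per compound, no replicates.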
CHO-K1 Ca antag = M1 antagonist counterscreen hit in parental CHO-K1 cells; ATP-induced calcium, Fluo-8 fluorescence; inhibition, % at 3 µM; hit rate 0.6% among 360,000;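 active = inhibition above a per-plate cutoff, the plate's mean sample inhibition plus 3 SD, cut at about 24% in these data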;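 note: 0% = DMSO plus EC80 ATP and 100% = DMSO alone without ATP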
CHO-K1 Ca ag = M1 agonist counterscreen hit in parental CHO-K1 cells; Fluo-8 calcium fluorescence; scaled to maximal ATP response, vehicle zero; activation, % at 3 µM; hit rate 0.48% among 360,000; AID 602248; in the data active = activation above about 15%;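 note: untransfected CHO-K1 host cells lacking M1 receptor as counterscreen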
M4 PAM = positive allosteric modulators of human muscarinic M4 receptor | P08173 | CHO-K1 hM4/Gqi5, Fluo-8 calcium fluorescence, ACh EC20; 0% = ACh EC20, 100% = maximal ACh | activation, % at 3 µM | hit rate 0.4% among 360,000;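 active = activation above its plate's cutoff, the mean activation of sample wells plus 3 SD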; note: some results filed as inactive read as strong as hits
Active calls of the source: *; / = not tested or not shown.

Fields – CHRM4 antagonist	M5 ag	CHRM5 antagonist	CHO-K1 Ca PAM	CHRM4 agonist	M5 PAM	CHO-K1 Ca antag	CHO-K1 Ca ag	M4 PAM
O=C(Nc1ccc(F)cc1F)C1CCN(c2ncnc3c2sc2cccc(F)c23)CC1
    0	4	3	3	8	-14	0	3.5	-6
Nc1ccc(Cc2ccc([N+](=O)[O-])cc2)cc1
    -9	3	12	5	1	0	-5	0.5	5
O=C(COc1ccccc1Cl)NCCCNC(=O)c1ccccn1
    -2	-5	18	-3	3	-4	-7	1.1	1
COc1ccccc1[C@H]1C(c2ccc(F)cc2)=NN(c2ccccc2)[C@@H]1CO
    -20	-1	-3	9	-1	-3	-14	0.8	-5
CCOC(=O)c1sc(=S)n(C)c1NC(=O)c1ccccc1Cl
    -18	0	-2	22	3	-3	-9	3.4	13
Cc1sc2nc(C3CC3)nc(N3CCN(C(=O)c4ccccc4F)CC3)c2c1C
    5	-5	9	22	3	3	-7	0.5	-4
COc1ccccc1N1C(=O)CC(Sc2nccc(C)n2)C1=O (configuration not stated)
    -2	0	-3	18	1	1	-6	0.5	-1
COC(=O)C1=NN(C(=O)c2ccccc2)C(C)(O)C1 (configuration not stated)
    0	1	-3	27	2	4	-18	1.6	18
COc1ccccc1NS(=O)(=O)N(C)C
    3	1	-1	24	0	4	-13	0.9	5
CC(NC(=O)COC(=O)c1cc([N+](=O)[O-])ccc1N1CCOCC1)c1ccccc1 (configuration not stated)
    -2	2	0	-1	4	1	-2	2.4	-2
O=C(O)Cc1nn(Cc2ccc(Cl)cc2)c(=O)c2ccccc12
    0	-1	-4	6	4	1	-4	0.4	13
O=C(CN1C(=O)c2ccccc2C1=O)c1ccc(F)cc1
    6	-2	18	3	0	-5	0	-0.2	-5
CCOc1ccccc1/C=C(/C#N)C(N)=O
    -2	-3	5	13	0	-1	-4	0.1	1
CC(C#CCN1CCCCC1)OCCOCc1ccccc1 (configuration not stated)
    6	-8	6	7	0	-11	-2	0.0	-13
CC(=O)Nc1cc2c(cc1[N+](=O)[O-])OCCO2
    4	0	5	24	1	0	-15	1.6	-3
Cc1noc(C)c1COc1ccc(CC(=O)NCCc2ccccc2)cc1
    5	-4	-6	5	1	2	-7	8.3	-8
O=C(c1ccc(=O)oc1)N1CCN(c2ccc(F)cc2)CC1
    9	-3	-1	16	1	3	-6	1.2	-6
CC(C)c1nc2sc3c(c2c(=O)o1)CCCC3
    6	3	-2	-4	0	2	9	-0.6	2
CC1(C(=O)Nc2ccc3c(c2)OCCO3)CN(S(C)(=O)=O)CC(=O)N1CCc1ccccc1 (configuration not stated)
    -8	3	4	/	5	-5	/	/	19
C=CCn1c(N)c(C(=O)NCc2cccnc2)sc1=S
    -5	0	-12	17	1	4	-9	-0.3	5
CC(C)C(=O)N1CCN(c2ccccc2NC(=S)NC(=O)c2ccco2)CC1
    -1	1	2	1	10	8	11	1.4	-3
Cc1cc(C)c(S(=O)(=O)Nc2ncn[nH]2)c(C)c1
    -8	-2	4	17	0	-2	-4	1.3	5
Cc1ccc(S(=O)(=O)N2CCC(Oc3cccc(C(F)(F)F)c3)CC2)cc1
    6	-6	-1	4	0	-5	-3	1.4	-8
COc1cc(/C=C2/SC(=S)N(CC(=O)NNC(=O)c3ccc(F)cc3)C2=O)cc(OC)c1OC
    -4	0	9	8	2	1	1	0.1	6
CC(C)(C)c1ccc(-c2noc(CCC(=O)NCc3ccco3)n2)cc1
    16	3	11	9	6	-9	-5	7.9	-17
c1ccc(-c2nnc(SCC3CCCCO3)nc2-c2ccccc2)cc1 (configuration not stated)
    -1	-5	-8	-9	-1	-3	13	-1.0	-2
COc1ccccc1CNc1nc(Oc2cccc(F)c2)c2sccc2n1
    -1	-1	9	16	-1	-7	-14	0.6	-1
Cc1ccc(NC(=O)CCNS(=O)(=O)c2ccc3[nH]c(=O)oc3c2)cc1N(C)C
    -7	-3	-7	4	0	4	-13	-0.3	0
CCNC(=O)NC(=O)COC(=O)CCc1nc(=O)c2ccccc2n1C
    -9	-2	-2	17	0	-7	-7	-0.1	9
CCCCN(C(=O)CSCc1c(C)noc1C)c1c(N)n(CCCC)c(=O)[nH]c1=O
    -8	2	0	8	1	2	-9	0.8	5
Cc1cc(C)cc(NC(=O)C(c2ccccc2)N2CCN(CC(=O)N3CCCC3)CC2)c1 (configuration not stated)
    -7	0	-1	0	1	0	-6	0.2	-1
COCCSc1nnc(NC(=O)Cc2cccs2)s1
    2	0	-20	10	1	4	-6	-0.4	13
O=C(CSc1nnc(Cn2c(=O)sc3ccccc32)n1-c1ccccc1)Nc1nccs1
    -4	1	7	19	2	-5	2	0.0	6
Cc1ccccc1-c1nnc(SCC(=O)NC2CCCCC2)o1
    0	-5	0	5	1	1	4	0.8	6
O=C(NC(c1ccccc1)c1cnccn1)C1CCN(CCOc2ccc(Cl)cc2Cl)CC1 (configuration not stated)
    -18	-2	7	0	11	-2	10	1.3	3
O=C(CNc1ccc(C(F)(F)F)cc1[N+](=O)[O-])OCC(=O)c1ccccc1
    4	-6	-1	-3	3	-1	9	0.5	-3
COC(=O)CN(c1ccc(C)cc1)S(=O)(=O)c1ccc(F)cc1
    2	-2	-2	4	0	7	3	2.0	4
Cc1ccc(S(=O)(=O)N(C)C)cc1NC(=O)Cn1c(CN2CCOCC2)nc2ccccc2c1=O
    -3	-1	15	4	0	-4	-9	-0.4	1
O=C(CN1CCC(c2nc3ccccc3[nH]2)CC1)Nc1ccc2c(c1)OCO2
    6	-5	5	11	0	3	-7	-0.3	2
CCNC(=O)C1CN(S(=O)(=O)c2ccccc2)CCN1S(=O)(=O)c1ccccc1 (configuration not stated)
    -1	1	1	16	1	-4	-18	1.2	1
COc1ccccc1NS(=O)(=O)c1cccc(NS(=O)(=O)c2ccc(Cl)c(C(=O)O)c2)c1
    -12	3	11	19	1	3	-5	0.1	5
CC1=C(C(N)=O)C(c2ccc(Br)cc2)n2nc(CCCO)nc2N1 (configuration not stated)
    13	-1	13	22	2	3	-14	4.8	1
CCNC(=S)N/N=C/c1sc(N2CCCCC2)nc1-c1cccs1
    9	-2	-1	12	0	-6	1	1.0	-5
Cc1ccccc1Nc1nc(N)nc(CN2C(=O)NC3(CCCCC3C)C2=O)n1 (configuration not stated)
    5	2	3	15	1	-3	-9	0.1	0
CCc1nc2nc(C)c(NS(=O)(=O)c3ccc(F)cc3)c(=O)n2[nH]1
    -9	-2	8	7	0	-3	2	0.1	-8
O=C(O)c1ccc(COc2c(F)c(F)cc(F)c2F)cc1
    -1	2	1	14	0	7	9	9.9	21
Cc1ccc([C@H]2C[C@@H](n3cc(COC(=O)c4ccccc4)nn3)[C@H](O)CN2C(=O)c2cccs2)cc1
    -16	1	11	7	8	0	-4	1.1	4
O=C(C[n+]1ccccc1)N/N=C/c1ccc(Cl)cc1
    8	-2	10	-16	0	-1	12	-0.1	-1
COCCNC(=S)N=Nc1c(O)[nH]c2ccc([N+](=O)[O-])cc12
    15	-1	3	10	1	4	-19	0.7	14
CC1CC(N(C(=O)c2ccc(Cl)cc2)c2ccccc2)c2ccccc2N1C(=O)c1ccco1 (configuration not stated)
    1	-11	-8	17	-2	-2	-17	-0.3	-7

New compounds follow
Fields – CHRM4 antagonist	M5 ag	CHRM5 antagonist	CHO-K1 Ca PAM	CHRM4 agonist	M5 PAM	CHO-K1 Ca antag	CHO-K1 Ca ag	M4 PAM
Cc1c(C(=O)Nc2cccc(C(F)(F)F)c2)oc2ccc(S(=O)(=O)N3CCOCC3)cc12
    4	2	0	24	3	1	-8	1.0	4
COc1ccc(-n2c(=S)[nH]c3cc(C(=O)N(C)Cc4ccccc4)ccc3c2=O)cc1
    2	-3	14	10	5	-2	0	2.1	-3
O=C(NCC1CCCCC1)c1cc([N+](=O)[O-])ccc1N1CCOCC1
    1	2	0	6	1	7	-10	0.5	-3
CCN(CC)S(=O)(=O)c1cccc(-c2cn3cc(C)ccc3n2)c1
    2	-1	-4	22	2	4	-5	1.9	-1
Cn1c(-c2ccccc2)c(Sc2ccccc2)c2cc(-c3ccc4[nH]ccc4c3)ccc21
    -4	6	-7	-7	1	-1	-14	0.9	4
Cc1c(C(=O)NC2CCC(C)CC2)oc2ccccc12 (configuration not stated)
    -3	0	12	26	-1	-1	-9	3.6	-1
Cc1cnc(C=O)c2cccc([N+](=O)[O-])c12
    7	1	0	18	2	2	-18	0.8	-1
Oc1ccc(Cl)cc1CNc1cnc2ccccc2c1
    9	-2	10	4	26	-16	8	4.4	-11
O=C(Cc1cccs1)Nc1ccc(C(=O)O)cc1
    -12	-1	-5	19	0	2	-10	0.2	10
Cn1c(CNC(=O)C(Cc2ccccc2)NC(=O)c2ccccc2)cc(=O)n(C)c1=O (configuration not stated)
    2	-2	-1	8	1	4	-10	1.3	-3
CCc1ccc(C(C(=O)NC2CCCC2)N(CCOC)C(=O)CCC(=O)Nc2cc(C)on2)cc1 (configuration not stated)
    -9	-5	10	7	0	-1	-10	-0.7	-5
CCn1cc(C(=O)N(C)Cc2ccc(OC(F)F)cc2)c(=O)c2ccc(C)nc21
    3	-1	5	2	2	-2	-16	1.4	5
Cc1cc(NC(=O)CS(=O)(=O)c2cn(Cc3cccc(C(F)(F)F)c3)c3ccccc23)no1
    5	2	13	4	11	-8	-5	4.2	-11
CCc1c(C)sc(NC(=S)NC(C)C2CCCO2)c1C(=O)OC (configuration not stated)
    -9	-3	7	15	1	-1	-12	1.0	4
Cc1nc(CS(=O)(=O)c2ccccn2)sc1C(=O)NNC(=O)c1ccccc1
    7	3	4	3	6	-2	13	2.7	-15
CCCc1cc(=O)oc2c(C)c(OCC(=O)Nc3ccccn3)ccc12
    -7	0	-23	6	2	10	-3	0.5	2
C/C(=N\NC(=O)C(N)=O)c1ccc(Br)cc1
    4	0	-5	2	-1	0	-5	-0.4	-6
CN(C)S(=O)(=O)NC(=O)C1=C(N2CCCC2)COC1=O
    4	1	5	-10	1	-8	5	0.0	4
Cc1ccc(NC(=O)CSc2nnc3n2CCCCC3)cc1
    -2	-3	2	-5	0	-6	6	-0.8	4
C=CCn1c(=O)[nH]c2cc(C(=O)N3CCN(c4cc(C)ccc4C)CC3)ccc2c1=O
    1	-1	3	-5	0	-2	8	0.5	7
Cc1c(C(=O)Nc2nc3ccccc3[nH]2)oc2ccc(Br)cc12
    1	0	5	-9	1	-8	-4	0.1	-7
C[C@@H]1CN([C@H](C)CO)C(=O)c2cc(C#CC3CCCCC3)cnc2O[C@H]1CN(C)Cc1cccnc1
    -1	-3	11	0	2	-4	12	0.2	-2
C=CCn1c(SCC(=O)c2[nH]c(C)c(C(C)=O)c2C)nnc1-c1ccncc1
    -14	0	-11	14	3	9	-14	2.2	5
COc1cccc(C2CC(c3cccs3)=NN2C(=O)CCC(=O)O)c1OC (configuration not stated)
    -4	1	-3	16	0	9	-2	0.5	-1
